# Cl transport mod – KCC2 cotransporter modulators, thallium flux, primary screen, cell-based, HEK293 KCC2, FluoZin-2 fluorescence, MLSMR; KCC2 cells, thallium flux FluoZin-2 fluorescence; B-score of Tl+ flux slope (higher = more flux/activation; lower = inhibition) at 10 µM; 190,000 compounds, 2.2% hits;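 active means thallium flux slope and its plate-corrected score both differing from the plate sample mean at a set confidence after two filtering rounds, in either direction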;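 further: slope of fluorescence scaled to starting intensity during 10 to 20 s after thallium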
# Furin inhibitor – human furin inhibitors, primary screen, biochemical, fluorescence intensity; purified furin, fluorogenic substrate cleavage; inhibition, % at 30 µM; 220,000 compounds, 0.061% hits; AID 463115, 2010; in the data active means inhibition above about 25%; further: inactives centre near -15
# 14-3-3 Bad inh – inhibitors of 14-3-3 zeta/Bad binding, primary screen, biochemical, TR-FRET, bovine 14-3-3 zeta | 14-3-3 protein zeta/delta (Bos taurus), P63103 | TR-FRET 14-3-3zeta/Dy647-pBad peptide displacement, 1 h | inhibition, % at 21.7 µM | 220,000 compounds, 0.71% hits;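 active means inhibition above about 70%, limit read from the data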;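 further: 0% = full 14-3-3 plus peptide FRET controls and 100% = background without 14-3-3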
# p47phox inh – p47phox/p22phox peptide binding inhibitors, primary screen, biochemical, uHTS, NADPH oxidase regulatory subunit. inhibition, % at 24.7 µM. fluorescence polarization, 2 h. 220,000 compounds, 0.53% hits. AID 1274, 2008;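 further: 0% = p47phox with labelled peptide and 100% = labelled peptide alone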
# Rad51 HR inh – human RAD51 strand exchange inhibitors, primary screen, biochemical, fluorescence; DNA repair protein RAD51 homolog 1 (Homo sapiens), Q06609; hRad51 DNA strand exchange, fluorescence dequenching; inhibition, % at 10 µM; 200,000 compounds, 0.085% hits; AID 1385, 2008;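 active means inhibition above 40% at the single screening dose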;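 further: 0% = DMSO control wells and 100% = blanks with heterologous ssDNA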
#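 Test system: preformed human Rad51 ssDNA filaments. Compound dosing: single dose, 10 µM final compound. Incubation: filaments 15 min 37 °C, then compound 30 min. Technique: FRET fluorescence dequenching, excitation 485 nm, emission 520 nm. Read-out basis: percent inhibition from fluorescence, normalised to plate control and blank means. Benchmarks: plate controls and plate blanks.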
# EBV gp42 block – Epstein-Barr virus gp42 inhibitors, primary screen, biochemical, uHTS, fluorescence polarization. Fluorescence polarization binding assay, mP read-out. inhibition, % (tested at 21.74 µM). 220,000 compounds, 0.42% hits; in the data active means inhibition above about 50%
# KLK5 inh – human KLK5 protease inhibitors, primary screen, biochemical, 1536-well | recombinant hK5, fluorogenic AMC substrate cleavage | inhibition, % at 5 µM | 210,000 compounds, 0.59% hits | AID 873, 2007;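 active means inhibition of 40% or more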;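 further: 0% = enzyme controls without compound and 100% = no-enzyme blanks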
# eIF4E 4G PPI – eIF4E–eIF4G protein interaction inhibitors, primary screen, biochemical, uHTS, TR-FRET, eIF4GI fragment; Eukaryotic translation initiation factor 4E (Mus musculus) + Eukaryotic translation …; inhibition, % at 21.7 µM; AID 782, 2007; TR-FRET eIF4E-eIF4GI(517-606) binding, 2 h; 220,000 compounds, 0.37% hits;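 further: 0% = full FRET control wells and 100% = background wells lacking eIF4GI fragment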
# Target sequence (P63073 whole entry, looked up, the tested form may be a part): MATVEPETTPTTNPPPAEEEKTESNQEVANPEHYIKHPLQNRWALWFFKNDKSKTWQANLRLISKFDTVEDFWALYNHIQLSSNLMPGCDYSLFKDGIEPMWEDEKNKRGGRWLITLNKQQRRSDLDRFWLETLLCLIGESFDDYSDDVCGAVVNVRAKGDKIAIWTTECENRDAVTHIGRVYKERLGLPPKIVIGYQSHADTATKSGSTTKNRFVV
# Target sequence (Q04637 whole entry, looked up, the tested form may be a part): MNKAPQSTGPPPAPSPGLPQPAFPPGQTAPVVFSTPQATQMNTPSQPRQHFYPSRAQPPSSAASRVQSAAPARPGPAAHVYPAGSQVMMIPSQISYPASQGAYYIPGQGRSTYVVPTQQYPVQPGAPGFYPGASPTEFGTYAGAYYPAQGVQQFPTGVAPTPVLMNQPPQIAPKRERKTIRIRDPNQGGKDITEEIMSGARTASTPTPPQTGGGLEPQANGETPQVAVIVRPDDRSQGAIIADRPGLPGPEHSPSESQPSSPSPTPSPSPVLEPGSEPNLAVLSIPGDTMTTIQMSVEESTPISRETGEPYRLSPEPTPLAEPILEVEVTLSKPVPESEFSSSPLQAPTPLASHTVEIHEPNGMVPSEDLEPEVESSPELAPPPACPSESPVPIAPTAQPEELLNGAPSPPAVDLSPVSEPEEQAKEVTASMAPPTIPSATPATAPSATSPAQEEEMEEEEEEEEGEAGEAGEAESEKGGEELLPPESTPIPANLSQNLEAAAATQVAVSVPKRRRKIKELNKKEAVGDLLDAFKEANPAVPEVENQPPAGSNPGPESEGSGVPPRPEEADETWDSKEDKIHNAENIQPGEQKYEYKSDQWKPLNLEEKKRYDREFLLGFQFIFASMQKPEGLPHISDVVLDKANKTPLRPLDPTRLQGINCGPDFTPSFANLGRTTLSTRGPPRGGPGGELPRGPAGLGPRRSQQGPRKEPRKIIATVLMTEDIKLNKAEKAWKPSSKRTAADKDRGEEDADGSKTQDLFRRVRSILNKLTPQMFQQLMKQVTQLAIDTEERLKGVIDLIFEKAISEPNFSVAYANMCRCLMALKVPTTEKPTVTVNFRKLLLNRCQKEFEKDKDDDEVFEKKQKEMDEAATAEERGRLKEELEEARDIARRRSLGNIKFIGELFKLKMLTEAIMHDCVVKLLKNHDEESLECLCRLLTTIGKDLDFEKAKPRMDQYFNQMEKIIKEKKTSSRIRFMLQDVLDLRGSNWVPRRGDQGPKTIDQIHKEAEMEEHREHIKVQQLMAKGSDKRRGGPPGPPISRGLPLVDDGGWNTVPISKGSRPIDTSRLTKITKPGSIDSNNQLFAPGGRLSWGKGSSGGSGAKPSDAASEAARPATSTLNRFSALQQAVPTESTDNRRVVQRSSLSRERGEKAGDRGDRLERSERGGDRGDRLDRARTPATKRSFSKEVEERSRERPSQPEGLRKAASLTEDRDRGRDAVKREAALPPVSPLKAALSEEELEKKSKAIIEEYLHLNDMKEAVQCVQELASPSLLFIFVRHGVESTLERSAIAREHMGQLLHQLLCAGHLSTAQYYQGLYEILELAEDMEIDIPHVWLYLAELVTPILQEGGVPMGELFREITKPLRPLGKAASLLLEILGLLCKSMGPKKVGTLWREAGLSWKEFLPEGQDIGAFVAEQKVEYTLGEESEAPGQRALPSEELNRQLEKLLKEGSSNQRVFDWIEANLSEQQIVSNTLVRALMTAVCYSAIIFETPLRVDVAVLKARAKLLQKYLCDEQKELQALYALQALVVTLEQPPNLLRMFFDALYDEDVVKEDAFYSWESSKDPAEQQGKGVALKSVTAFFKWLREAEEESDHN
# Thrombin inh – human alpha-thrombin inhibitors, primary screen, counter-screen for coagulation protease inhibitor project, biochemical, 1536-well, fluorogenic AMC substrate; Prothrombin (Homo sapiens), P00734; Boc-VPR-AMC fluorogenic substrate cleavage; inhibition, % at 5 µM; 220,000 compounds, 0.26% hits; AID 1046, 2008;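 active means inhibition at or above 40%; inactive means inhibition below 40%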;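 further: 0% = enzyme with no compound and 100% = wells without enzyme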
#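 signal = AMC fluorescence, 355/460 nm | material = human alpha-thrombin enzyme | control set = enzyme without compound as high, wells lacking enzyme as low | times = reaction at room temperature | read-out basis = percent inhibition scaled between no-compound controls and no-enzyme blanks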
# The depositor's hits bear a star; / = no result given; [ ] = remark or other dose.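 How the source made its calls, unless noted: active means inhibition above about 30% (limit read from the data); inactive means the rest.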
Compound	Thrombin inh	14-3-3 Bad inh	p47phox inh	EBV gp42 block	KLK5 inh	Furin inhibitor	eIF4E 4G PPI	Cl transport mod	Rad51 HR inh
CCOc1ccc(N2C(=O)/C(=C/c3ccc(C)o3)N(C)C2=S)cc1	1.4	-7.2[fluorescence artefact?]	-0.2	-0.1	-17.4	3.1	5.2	1.3	-1.7
CC(NC(=O)Nc1ccc(O)cc1)(C(F)(F)F)C(F)(F)F	0.1	4.1	-8.2	-5.8	-29.0	11.3[20 µM]	4.6	0.464	-7.0
CC(C)CCN1CCN(Cc2nc(-c3ccc(F)cc3)cs2)CC1CCO (stereo unspecified)	-5.3	-4.5	-8.8	-8.5	-7.8	-14.8	2.7	/	/
O=C(N1CCOCC1)N1CCN(CC(O)COc2ccc3ccccc3c2)CC1 (stereo unspecified)	-7.4	-0.1	-7.4	-12.7	-16.0	-14.2[20 µM]	-4.2	/	/
Cc1cccc(NC(=S)NNC(=O)c2sccc2C)c1	5.4	-12.1	-13.6	6.8	-214.4	-19.1[20 µM]	8.9	1.95	2.4
CC(=O)Nc1ccc(OC(F)(F)C(F)C(F)(F)F)c(NC(C)=O)c1 (stereo unspecified)	-7.5	-6.2	-38.4	-9.4	-14.5	-13.6	-5.3	0.248	1.8
Cc1nnc(SCC(=O)NNC(=O)c2ccc(Cl)cc2)n1CC1CCCO1 (stereo unspecified)	-9.3	-8.5	10.8	-19.4	-5.0	-18.8	3.9	/	2.5
Cc1cc(C)nc(NC2=NCC(=O)N2c2ccc(Cl)cc2)n1	0.1	10.0	2.5	-25.3	-10.7	-20.8	3.6	/	/
COc1cccc2cc(C(=O)C3=C(O)C(=O)N(CCN(C)C)C3c3ccc(Cl)cc3)oc12 (stereo unspecified)	-1.1	7.4	-6.1	1.9	-0.5	-3.4	-1.5	-0.0701	9.6
CCCC(=O)N1CCN(c2ccc(NC(=O)c3cc4ccccc4o3)cc2)CC1	-6.6	-0.5	-14.5	-14.7	2.8	-12.5[20 µM]	-1.5	-0.092	-4.1
CSc1ccc(C(=S)N2CCN(CCO)CC2)cc1	-3.5	-9.8	2.3	3.9	6.1	-29.7[20 µM]	4.8	-0.237	-3.1
C=C1CCN([C@H](C(=O)NCc2ccccc2)C(C)C)S(=O)(=O)c2ccccc21	-3.0	39.5	8.8	-16.6	-1.3	-23.6	11.1	0.482	-0.9
NNC(=O)COc1cccc(Oc2ccccc2)c1	4.8	2.7	6.8	-7.3	-4.5	-8.9	2.2	-0.844	25.4
Cc1cc(C)c(C(=O)/C=C/c2cccs2)c(=O)[nH]1	-0.4	-5.7	-2.5	-8.6	1.6	-11.4	2.0	0.356	15.8
O=C(c1ccco1)N1CCN(Cc2cn[nH]c2-c2cccc3ccccc23)CC1	0.1	-2.4	-6.1	-1.4	1.1	-26.8	0.0	0.345	-0.7

# (further entries)
Compound	Thrombin inh	14-3-3 Bad inh	p47phox inh	EBV gp42 block	KLK5 inh	Furin inhibitor	eIF4E 4G PPI	Cl transport mod	Rad51 HR inh
CCOC(=O)c1c(NC(=O)c2ccnn2C)sc(C)c1C	-1.2	-2.4	-7.0	-4.9	-2.2	-23.7[20 µM]	7.2	0.728	0.1
CN1C2C=C3C(C#N)=C(N)C(C#N)(C#N)[C@@H](c4cccs4)C3C1CC2 (stereo partly specified)	-5.1	-8.8	-12.8	-2.3	1.8	-24.2[20 µM]	-1.3	0.00135	-2.9
COc1ccc(CN(C)CC(=O)Nc2cc3oc4ccccc4c3cc2OC)c(OC)c1	-5.5	-17.1	-6.3	-2.3	-11.6	-10.0	-1.8[fluorescence artefact?]	0.441	3.3
CCn1ccnc1CN1CCCC(C(=O)c2ccc3cc(OC)ccc3c2)C1 (stereo unspecified)	-7.7	-14.9	-5.6	-4.2	/	-36.8	-1.4	-1.53	-4.9
O=C(CSc1nnc(C2CCCCC2)o1)N1CCCCC1	3.7	-1.9	-2.0	-7.3	19.3	-21.1	-4.2[fluorescence artefact?]	0.0321	-3.4
CC(C)Oc1cccc(C(=O)NC(=S)Nc2ccc(Cl)c(C(=O)O)c2)c1	-2.4	2.3	-12.3	-10.6	-0.2	-7.0	-1.5	0.823	3.0
COc1cc(CNc2nc3ccccc3[nH]2)cc(OC)c1OC	0.6	22.1[fluorescence artefact?]	13.1	0.4	-4.9	-17.2[20 µM]	5.5	-0.668	2.2
NC(=O)c1c(NC(=O)c2ccc(S(=O)(=O)N3CCOCC3)cc2)sc2c1CCCCC2	4.8	43.8[fluorescence artefact?]	-24.2	-5.7	-12.6	-12.1	4.8	0.585	-4.3
CCCC(=O)N1CCN(c2ccc(NC(=O)c3cc4ccccc4o3)cc2Cl)CC1	3.7	7.7	-7.5	-6.7	0.9	-16.7[20 µM]	-4.1	0.55	6.8
Fc1ccccc1-c1nc(-c2cnccc2C(F)(F)F)no1	2.2	-7.5	-0.1	-9.5	-5.2	-4.2	4.7	-0.693	-0.3
CCOc1ccc(-c2nnc(-c3ccccc3)o2)cc1	-2.3	-10.4	0.2	-9.7	-4.2	-21.9[20 µM]	-2.6	-1.57	0.3
CCOc1ccc(S(=O)(=O)Nc2cccc(N(C)S(C)(=O)=O)c2)cc1	5.3	-2.4[fluorescence artefact?]	8.5	-8.5	-7.2	-18.7[20 µM]	3.7[fluorescence artefact?]	-0.961	-0.6
COc1ccc(Nc2cc(C)nc(N)n2)cc1	-2.7	-8.1	0.1	-12.6	-2.4	-25.1	-4.7	-0.0289	-0.6
Cc1ccc(S(=O)(=O)N2CCN(c3ccc([N+](=O)[O-])cn3)CC2)cc1	-6.8	-15.0	-4.7	-6.0	-2.8	8.3	-6.8	/	11.2
COCCOC(=O)C1=C(C)N=C2SCCC(=O)N2C1c1ccc(C(=O)OC)cc1 (stereo unspecified)	2.6	1.3[fluorescence artefact?]	-5.1	-7.3	-14.4	-4.8[20 µM]	2.8	-0.53	1.8

# Record cards (already shown). Order of values: Thrombin inh | 14-3-3 Bad inh | p47phox inh | EBV gp42 block | KLK5 inh | Furin inhibitor | eIF4E 4G PPI | Cl transport mod | Rad51 HR inh
# COc1ccc(CN(C)CC(=O)Nc2cc3oc4ccccc4c3cc2OC)c(OC)c1 in the list: -5.5 | -17.1 | -6.3 | -2.3 | -11.6 | -10.0 | -1.8[fluorescence artefact?] | 0.441 | 3.3
# CC(C)Oc1cccc(C(=O)NC(=S)Nc2ccc(Cl)c(C(=O)O)c2)c1 in the list: -2.4 | 2.3 | -12.3 | -10.6 | -0.2 | -7.0 | -1.5 | 0.823 | 3.0
# CN1C2C=C3C(C#N)=C(N)C(C#N)(C#N)[C@@H](c4cccs4)C3C1CC2 (stereo partly specified) in the list: -5.1 | -8.8 | -12.8 | -2.3 | 1.8 | -24.2[20 µM] | -1.3 | 0.00135 | -2.9

# The listing continues.
Compound	Thrombin inh	14-3-3 Bad inh	p47phox inh	EBV gp42 block	KLK5 inh	Furin inhibitor	eIF4E 4G PPI	Cl transport mod	Rad51 HR inh
O=C(Nc1ccc2c(c1)nc1n2CCN(Cc2ccccc2)C1)NC1CCCCC1	2.2	-1.0	-13.0	-16.6	0.4	-18.2[20 µM]	-15.4	/	3.6
Cn1c(CN2CCOCC2)nc2cc(NC(=O)COc3ccc([N+](=O)[O-])cc3)ccc21	2.6	-1.2	1.4	-4.3	-16.9	-21.3	1.2	-1.08	-4.8
CC(C)c1onc(C(=O)NC2CCCC2)c1[N+](=O)[O-]	-7.2	-2.1	-10.9	-8.0	-9.4	-16.4	0.8	0.275	6.6
O=C(O)CCC(=O)N1CCc2cc(S(=O)(=O)Nc3ccc4c(c3)OCCO4)ccc21	-4.2	3.1	-10.0	-9.9	-1.6	-7.1	-2.9	0.324	-3.7
CC(C)CCn1c(Oc2ccccc2Cl)nc2c1c(=O)n(C)c(=O)n2C	-0.6	8.4	-12.0	-13.4	3.0	-13.1[20 µM]	11.9	-0.162	3.9
CN(c1ccc(C(=O)NCCSC(C)(C)C)cc1)S(=O)(=O)c1ccccc1	1.4	-5.9	-4.2	-8.3	1.6	-16.8	-1.3	-0.768	-13.1
Nn1c(SCC(=O)NC(=O)NCc2ccccc2)nnc1C1CC1	-6.3	-17.1	7.8	-4.5	-2.6	-17.7	6.9	-0.321	-3.8
Cc1cccc(NC(=O)C2CCCN(S(=O)(=O)c3c(C)nn(C)c3C)C2)n1 (stereo unspecified)	-4.9	2.1[fluorescence artefact?]	-0.3	-1.7	-20.4	-19.4	-6.4[fluorescence artefact?]	-0.745	-3.0
N#Cc1c(Cl)cccc1N1CCC(C(N)=O)CC1	-9.9	-0.9	-6.2	-8.0	-10.7	-14.3	0.9	-0.188	-17.6
C[C@@H]1CC=C[C@H]2[C@H]1C(=O)N(Cc1ccccc1)[C@H]2c1ccc(Br)cc1F	1.3	0.1	-9.4	-20.7	4.6	-14.5	-1.4	0.0227	-4.4
O=C(Cc1ccc([N+](=O)[O-])cc1)N/N=C/c1ccco1	-5.7	0.8	7.5	-9.2	/	-17.0	6.2	-0.00316	/
Cc1ccc2c(c1)c(N=NC(N)=O)c(O)n2C	-8.7	-8.9	-2.4	-25.0	-4.3	-20.1	0.7	0.685	-25.6
O=C(NCc1ccco1)c1sc2cccc(F)c2c1Cl	-5.8	20.5	-3.2	-14.9	-28.6	-19.8[20 µM]	-26.4	0.0582	8.2
CC1(C)NC(=O)N(CC(O)Cn2nnc3ccccc32)C1=O (stereo unspecified)	1.5	-1.2	-4.5	7.5	-23.7	-15.4	3.3	/	-2.5
Cc1cccn2cc(-c3ccc(S(=O)(=O)N4CCOCC4)cc3)nc12	-3.6	0.2	-3.9	-10.0	-5.0	-22.4	-1.9	0.42	-7.9

# Carrying on:
Compound	Thrombin inh	14-3-3 Bad inh	p47phox inh	EBV gp42 block	KLK5 inh	Furin inhibitor	eIF4E 4G PPI	Cl transport mod	Rad51 HR inh
Cc1ccc(-c2n[nH]c(=S)n2/N=C\c2ccco2)cc1	-9.5	-0.9[fluorescence artefact?]	12.0	-10.3	-8.1	2.0	1.7	2.23	5.2
CN1CCCN(C(c2ccccc2)c2ccc(Cl)cc2)CC1 (stereo unspecified)	0.7	4.9	-8.1	-5.9	-9.2	-11.1	-0.1	0.626	-9.3
CCC(C)Nc1nc2c(c(=O)[nH]c(=O)n2C)n1CCC(C)C (stereo unspecified)	-0.8	6.4	-4.3	-8.9	3.7	-0.9[20 µM]	-5.9	-1.19	1.8
COc1ccc(CCNC(=O)CSc2nc(N)c(C#N)c(-c3cccs3)c2C#N)cc1OC	-0.6	12.9	0.7	-4.7	-17.4	-29.6	5.1	-0.841	4.6
CCc1nc2ccc(C(=O)O)cc2nc1CC	-12.6	0.3	-2.4	19.3	-22.1	-4.3	1.5[fluorescence artefact?]	-1	-7.2
Cc1ccc(C(=O)Nc2cccc(N(C)S(C)(=O)=O)c2)cc1S(=O)(=O)Nc1ccccc1	3.5	5.0	-28.6	-16.7	-10.1	-15.1[20 µM]	0.5	/	4.1
Cc1ccccc1OCCCC(=O)Nc1nccs1	-8.3	-5.0	-17.2	-3.7	-29.5	-6.4[20 µM]	-3.6[fluorescence artefact?]	/	0.3
c1ccc(-c2csc3ncnc(N4CCOCC4)c23)cc1	6.5	0.6	-5.4	-16.8	-0.6	-20.6	-0.6	-1.18	-5.5

# From PubChem
